# SMN2 splice enh = SMN2 splice variant enhancement; HEK293 SMN2-luciferase splicing reporter, luminescence, 30-36 h; Potency, µM (highest dose often 46.1 µM), inactives show at the highest dose activity change, positive = activation, most hits filed as activators; 210,000 tested, 2.8% active; AID 1458; note: % of control where 0% means no effect; nearly all actives have a fitted effect of over 55% in size
#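 qHTS luciferase splicing reporter: luminescence rises when SMN2 exon 7 is included in transfected HEK293 cells. Compound exposure lasted 30-36 h at 37C, with 4.5 mM final sodium butyrate as control, followed by a ONE-Glo read.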
# ALDH1A1 block = ALDH1A1 (human) enzyme inhibition. P00352. Purified ALDH1A1, NADH fluorescence, propionaldehyde substrate. Potency, µM (doses to about 75.3 µM), for inactives: at the highest dose activity, negative = inhibition, usual class: inhibitors. 220,000 tested, 7.3% active; active = well fitted inhibition curve with a large enough effect, not every such curve was filed as active; inconclusive = small, poorly fitted or top-dose-only effect, or another doubt; inactive = no such curve, though single readings can be large or run the other way;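 note: plate controls were no enzyme wells and a reference inhibitor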
# Target sequence (P00352 whole entry, looked up): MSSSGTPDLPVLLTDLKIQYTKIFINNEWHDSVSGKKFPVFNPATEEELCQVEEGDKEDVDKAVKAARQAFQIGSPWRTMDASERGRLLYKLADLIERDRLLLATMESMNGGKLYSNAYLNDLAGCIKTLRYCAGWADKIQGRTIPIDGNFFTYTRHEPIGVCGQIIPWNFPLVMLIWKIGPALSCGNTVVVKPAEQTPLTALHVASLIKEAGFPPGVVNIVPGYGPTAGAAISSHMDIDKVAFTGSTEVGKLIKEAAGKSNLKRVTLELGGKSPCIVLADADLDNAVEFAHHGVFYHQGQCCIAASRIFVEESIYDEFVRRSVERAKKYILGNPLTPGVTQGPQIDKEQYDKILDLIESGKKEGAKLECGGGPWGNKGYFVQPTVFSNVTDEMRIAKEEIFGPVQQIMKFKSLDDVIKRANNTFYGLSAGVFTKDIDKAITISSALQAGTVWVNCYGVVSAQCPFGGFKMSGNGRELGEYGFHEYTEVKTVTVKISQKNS
# L3MBTL1 inh = L3MBTL1 (human) inhibition; Q9Y468; AlphaScreen L3MBTL1–H3K9me1 peptide binding; Potency, µM (titrated, usually from 57.1 µM), without a hit: at the top dose activity, negative = inhibition, most hits filed as inhibitors; 230,000 tested, 0.66% active; note: % is set by controls: 0 for no effect and ±100 for the full control effect; nearly all actives have a fitted effect of over 60% in size
#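 First, the protein-peptide complex forms for 30 min at room temperature (L3MBTL1 50 nM, biotinylated H3K9me1 peptide 75 nM). Next, compounds are pin-transferred and incubated 30 min. Finally, AlphaScreen beads are added and read after 30 min.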
# JMJD2E inh = inhibitors of human JMJD2E histone demethylase; B2RXH2; JMJD2E catalytic domain, FDH-coupled NADH fluorescence (FDH is formaldehyde dehydrogenase); Potency, µM (highest dose often 57.1 µM), for the others: at the top dose activity change, negative = inhibition, hits mostly inhibitors; 230,000 tested, 1.6% active; AID 2147; active = well fitted inhibition curve with a large enough effect, not every such curve was filed as active; inconclusive = small, poorly fitted or top-dose-only effect, or another doubt; inactive = no such curve, though single readings can be large or run the other way;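 note: 0% = wells with enzyme and -100% = buffer wells without enzyme; nearly all actives have a fitted effect of over 50% in size; many of its hits are not listed in these tables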
# Target sequence (B2RXH2 1-337 limits assumed): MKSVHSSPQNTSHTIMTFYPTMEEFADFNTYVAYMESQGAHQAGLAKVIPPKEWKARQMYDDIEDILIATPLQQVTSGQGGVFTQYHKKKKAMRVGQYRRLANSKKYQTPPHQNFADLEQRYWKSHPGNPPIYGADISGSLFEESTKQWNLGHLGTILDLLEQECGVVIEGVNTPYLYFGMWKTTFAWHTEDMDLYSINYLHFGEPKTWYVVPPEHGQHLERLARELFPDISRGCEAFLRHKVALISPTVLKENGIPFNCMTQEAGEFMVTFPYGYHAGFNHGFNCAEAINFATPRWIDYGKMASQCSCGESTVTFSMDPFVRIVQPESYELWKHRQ
# LMNA splice mod = modulators of lamin A splicing; HeLa LMNA splicing GFP/RFP minigene ratio, 48 h; Potency, µM (series often up to 46.1 µM), for inactives: top-dose ratio change, negative = inhibition, hits mostly inhibitors; 200,000 tested, 0.01% active; active = well fitted inhibition curve with a large enough effect in the signal ratio, with a control signal flat, not every such curve was filed as active; inconclusive = small, poorly fitted or top-dose-only effect, or effect the other way, or a change in a side signal; the % refers to the signal ratio; note: % is set by controls: 0 for no effect and ±100 for the full control effect
#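 Read-out is the ratio of GFP to DsRed2 object intensity, acquired by 488 nm laser-scanning cytometry on HeLa lamin A-EGFP minigene reporter cells. Compound incubation 48 hrs at 37 °C in Opti-MEM with 2% FBS; DMSO 0.5% final.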
# KinaseGlo FLuc = blocks Kinase-Glo luciferase, a counter-screen artifact; Q27757; Kinase-Glo luciferase, ATP luminescence, 8 min; Potency, µM (highest dose often 38.3 µM), for inactives: top-dose activity change, negative = inhibition, most hits filed as inhibitors; 200,000 tested, 0.28% active; AID 1379; note: % is set by controls: 0 for no effect and ±100 for the full control effect; nearly all actives have a fitted effect of over 60% in size
#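 Substrate mix (final 50 mM imidazole pH 7.2, 50 mM KCl, 7 mM MgCl2, 10 uM ATP, 0.01% Tween 20, 0.05% BSA) plus pin-tool compound, then Kinase-Glo detection mix; 8 min ambient, luminescence read.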
# Tau ThT inhib = blocks human tau fibril formation measured by thioflavin T. P10636. recombinant tau K18 P301L, heparin-induced fibrillization, ThT fluorescence. Potency, µM (titrated, usually from 57.4 µM), for inactives: at the top dose activity, negative = inhibition, hits mostly inhibitors. 270,000 tested, 2.1% active; note: % is set by controls: 0 for no effect and ±100 for the full control effect; nearly all actives have a fitted effect of over 55% in size
# Target sequence (P10636 561-689 P618L limits assumed): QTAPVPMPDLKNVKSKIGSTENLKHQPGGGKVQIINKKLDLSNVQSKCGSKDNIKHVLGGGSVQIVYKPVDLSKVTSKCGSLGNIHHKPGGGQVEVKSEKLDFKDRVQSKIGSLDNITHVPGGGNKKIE
#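 Using a mix of unlabeled (15 uM) and Alexa 594-labeled (0.24 uM) tau K18 P301L, heparin-triggered fibrillization over 6 hr at 37 C was scored by ThT fluorescence.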
# RECQ1 helicase = RECQ1 (human) helicase inhibition; P46063; RECQ1 DNA unwinding, red fluorescence kinetic read; Potency, µM (highest dose often 57.3 µM), without a hit: at the highest dose activity, negative = inhibition, most hits filed as inhibitors; 240,000 tested, 0.54% active; AID 2549;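 note: plate controls were vehicle for no effect and no enzyme for full effect; nearly all actives have a fitted effect of over 30% in size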
#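 50 nM RECQ1T1 preincubated 15 min with compound in Tris pH 8.0 buffer with MgCl2, DTT, Tween-20 and 2.5 ug/ml poly(dI-dC); started with 200 nM TAMRA/BHQ-2 forked duplex and 2 mM ATP. Unwinding read as fluorescence (525/598 nm), two reads 2 h apart.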
# * marks the source's active call; other numbers are inactive results; i = inactive; u = inconclusive; x = no result given; & = joins results of further samples; [ ] = dose if it differs, or a comment. Unless noted, calls come from the whole dose curve; as a rule, active = well fitted curve in the direction sought with a large enough effect; inconclusive = small, poorly fitted or top-dose-only effect, or another doubt; inactive = no such curve, though single readings can be large; an effect the other way counts as inactive or inconclusive. Potency is the fitted concentration of half-maximal effect.
SMILES | SMN2 splice enh | ALDH1A1 block | L3MBTL1 inh | JMJD2E inh | LMNA splice mod | KinaseGlo FLuc | Tau ThT inhib | RECQ1 helicase
CC(SCc1ccccc1)C(=O)Nc1ccc2c(c1)OCO2 (configuration not stated) | -18% | -9% | x | -4% | 24% | 18% | u | -7%
COc1ccccc1NC(=O)N1CCCC1C(=O)NCC1CCCO1 (configuration not stated) | -1% | 3% | 4% | 1% | x | 6% | -1% | i
O=C(OC(C(=O)NC1CCCC1)c1ccc(F)cc1)c1ccno1 (configuration not stated) | -4% | 5% | -2% | 4% | -4% | -4% | -1% | 6%
S=C(NCc1ccc(Cl)c(Cl)c1)Nc1ccc2c(c1)OCO2 | 17% | u | -22% | 7% | u | 4% | u | -5%
CCOC(=O)C(Cc1c(F)cccc1Cl)c1ccno1 (configuration not stated) | -2% | -3% | 6%[11.4 µM] | -5% | x | 0% | 1% | i
COc1ccc(CCNC(=O)CCNC(=O)c2ccc(Cl)cc2)cc1OC | x | 2% | 9% | 8% | 4% | x | -12% | -4%
CC(C)(C)NC(=O)c1ccc(Cn2cc(C(F)(F)F)ccc2=O)cc1 | 10% | 2% | x | -4% | x | -2% | 0% | 2%
O=C(C1=C(Nc2ccccc2)c2ccccc2S(=O)(=O)N1)c1ccccc1 | -16% | u | -27% | -1% | 1% | -2% | u | i
CC(C)NC(=O)Cc1ccc(Br)cc1 | -10% | 10% | x | 6% | -2% | 8% | 2% | i
CN(C)c1cccc2c1c(NC(=O)Nc1ccc(F)cc1F)nn2C | x | u | -6% | u | 10%[46 µM] | x | u | 6%
CCOc1ccccc1NC(=O)Cn1nnc(C(=O)NCc2ccco2)c1N | -15% | 7% | u | 5% | u | -2% | -4% | i
Cn1cnnc1SCC(=O)c1cc2ccccc2oc1=O | 4% | 10µM* | -5% | u | u | -2% | 28µM* | -5%
Cc1cc(N2C(=O)c3ccccc3C2=O)n(C)n1 | x | 9% | -13% | -3% | x | x | 9% | 7%
COc1cc(C(c2nnnn2C2CCCC2)N2CCc3ccccc3C2)ccc1O (configuration not stated) | -8% | u | 4% | u | -4% | 2% | -14% | -2%
O=C(CCc1ccccc1)NNC(=S)NC(=O)c1ccc(Cl)cc1 | -39%[inhibitor] | 11µM* | x | -1% | u | -1% | -20% | -7%
S=c1nc(-c2sccc2OCc2ccc(Cl)cc2Cl)[nH][nH]1 | -39%[inhibitor] | -2% | -19% | u | u | -2% | u | i
Cc1nc(NCCCO)c(C#N)c2c1COC(C)(C)C2 | x | u | -4% | u | -6% | x | -7% | -1%
O=C(Nc1cccc(-c2nnn(CC(=O)N3CCc4ccccc4C3)n2)c1)C1CCC1 | -5% | u | x | -1% | u | -3% | -4% | i
COc1ccc(C(=O)Oc2cccc3cccnc23)cc1[N+](=O)[O-] | x | u | u | u | u | -1% | u | 7%
CCCc1cc(=O)[nH]c(SCC(=O)c2ccc3c(c2)NC(=O)CO3)n1 | x | x | 1% | -5% | x | x | -11% | 3%
CC1(C)CC2CC(C)(CN2C(=S)Nc2ccccc2)C1 (configuration not stated) | 23% | -14% | x | 4% | 2%[46 µM] | 3% | 6% | -4%
CN1CCCC2(CCN(S(=O)(=O)c3ccccc3)CC2)C1 | -4% | 7% | x | x | x | 3% | x | -2%
CN1CCCC[C@@H]1CCN1c2ccccc2Sc2ccc(S(C)=O)cc21 (some centres not stated) | -13%[9.22 µM] | -5%[20.9 µM] | x | -9%[25.5 µM] | -2%&-4% | -9%[7.66 µM] | x | 8%[25.9 µM]
O=C(NNC1=C(C(=O)C(F)(F)F)CCC1)c1ccc(Cl)cc1 | 25% | 0% | -5% | -28% | u | -1% | u | i
O=C1CCC(C(=O)OCc2c(Cl)cccc2Cl)N1 (configuration not stated) | -2% | -3% | 4% | 1% | 4% | 10% | -1% | i
CCCC(=O)N(CCN(C(=O)CCC)c1ccccc1)c1ccccc1 | -26% | 4% | 5% | 11% | -12% | 0% | 0% | 0%
COc1ccc(-c2cc(C(=O)NCCN3CCOCC3)c3ccccc3n2)c(OC)c1 | -9% | -11% | x | -27% | 3% | -2% | -14% | -3%
O=C1N/C(=N\S(=O)(=O)Cc2ccccc2)S/C1=C/c1cc([N+](=O)[O-])ccc1O | x | u | -18% | -5% | 13%[46 µM] | x | 5µM* | 13%
COc1cc(C2c3c([nH]c(=O)[nH]c3=O)Nc3ccc4ccccc4c32)ccc1O (configuration not stated) | 0% | -11% | u | u | -23%[46 µM] | -2% | u | -26%
CCc1cc(C(=O)O)c(NC(=O)c2cc(OC)c(OC)c(OC)c2)s1 | -33%[inhibitor] | u | x | 4% | x | 2% | -11% | -6%
CC1CCCCC1N1CCN(C(=O)c2cccc(F)c2)CC1 (configuration not stated) | 0% | -16% | 3% | u | -3% | 1% | -4% | -4%
Cc1ccc(NC(=O)N/C=C/c2ccc(Cl)cc2)cc1 | -18% | 22µM* | -12% | 1% | -4% | -2% | -1% | -6%
COc1ccccc1C(=O)Nc1ccc(N2CCN(C(C)=O)CC2)cc1 | -11% | -2% | 3% | 5% | u | -4% | u | i
CC1C(c2ccccc2)C(C#N)(C#N)C2(C#N)C(=O)NC1(N)C2C (configuration not stated) | 10% | u | x | 8% | 19% | -2% | 5% | -3%
CCc1ccc2nc(N3C(=O)C(O)=C(C(=O)c4ccco4)C3c3cccs3)sc2c1 (configuration not stated) | u | -3% | u | u | u | 3% | u | -5%
Cc1ccc(-n2c(C)cc(/C=N/NC(=O)CC3(C)OCCO3)c2C)cc1 | -50%[inhibitor] | u | 3% | u | -11% | 0% | -21% | 0%
O=S(=O)(Nc1ccc2nc(C(F)(F)F)[nH]c2c1)c1ccccc1 | -45%[inhibitor] | u | 2% | -1% | u | 2% | -1% | i
COC(=O)c1ccccc1NC=C1C(=O)OC2(CCCCC2)OC1=O | -3% | u | -2% | u | 0% | -4% | -10% | -3%
Cc1cc(=O)[nH]c(SCC(=O)Nc2nc3c(s2)CCCC3)n1 | -23% | -11% | 1% | 3% | 4% | -6% | -6% | -4%
CN(c1ccccc1C(=O)Nc1cccc(Cl)c1Cl)S(C)(=O)=O | -2% | 12% | x | 7% | -2% | -2% | -8% | -15%
CCOC(=O)/C(C#N)=C1/C=CN(Cc2ccccc2)C=N1 | -14% | -14% | -3% | u | 3% | -7% | 1% | -5%
CCCN(C(=O)c1cc(S(=O)(=O)N2CCCCC2)ccc1Cl)C1CCS(=O)(=O)C1 (configuration not stated) | x | x | 2% | 9% | x | x | 2% | 0%
O=C(Nc1cccc(Cl)c1N1CCCC1)c1cc2ccccc2o1 | u | u | x | 5% | -2% | -15% | 6% | 1%
Cc1cccc(Nc2nc3c(S(=O)(=O)c4ccccc4)nnn3c3ccccc23)c1C | 12% | u | -1% | u | 12% | -1% | 4% | -3%
COC(=O)COC(=O)CC(CC(N)=O)c1ccccc1 (configuration not stated) | 2% | 19% | 7% | 2% | -6% | -5% | -2% | -4%
Cn1c(NC(=O)c2ccco2)c(-c2ccccc2Cl)c(=O)c2ccccc21 | 9% | -6% | 8% | -1% | u | 0% | -8% | i
CC(=O)OC1CC[C@]2(C)C(CC(OC(C)=O)[C@@]3(C)C4=CC(=O)OC(c5ccoc5)[C@]4(C)CCC23)C1(C)C (some centres not stated) | -59%&-25%&-24%[inhibitor] | 4%&0% | x | -8%&-7%&-2% | 17% | -2%&-4%&-2% | u | -12%
CC1CN(c2c3c(nc4ncnn24)CCCC3)CC(C)O1 (configuration not stated) | -2% | 8% | -6%[11.4 µM] | -4% | 10% | 3% | -1% | -7%
Cc1ccc(NC(=O)CSc2nnnn2C)cc1S(=O)(=O)N(C)C | -6%[1.84 µM] | -6% | 6% | -1% | u | -1% | 2% | 1%
COc1ccc(S(=O)(=O)Nc2ccc3c(c2)n(C)c(=O)n3C)cc1 | 8% | -11% | -5%[11.4 µM] | 0% | -21%[46 µM] | 0% | 1% | i
CSc1nc2ccccc2n1Cc1cccc([N+](=O)[O-])c1 | -23% | -9% | 31%[activator] | 2% | -12% | 1% | u | -11%
C(=N\Nc1nc2ccccc2[nH]1)/c1ccccc1 | 13µM* | 6% | -2% | -2% | -12%[46 µM] | -7% | u | -14%
CCCc1cc(-c2[nH]ncc2-c2ccc(C(=O)OCC)o2)c(O)cc1O | -49%[inhibitor] | u | -30% | u | u | 0% | -14% | -13%
CCOC(=O)c1[nH]c(C)c(C(=O)Nc2ccc(C)c(Cl)c2)c1C | u | 13% | -9% | -1% | -18% | -1% | u | -3%
COC(=O)c1sccc1NC(=O)COc1ccccc1Cl | u | -1% | 22% | 0% | 0% | -10% | -5% | -1%
C[C@@H](Nc1nc(-c2ccccc2)nc2c1oc1ccccc12)C(=O)O | 11% | 7.1µM* | 2% | -1% | u | 1% | 4% | 0%
CCC(c1nnc(SCC(=O)Nc2cc(Cl)ccc2C#N)n1C1CCCCC1)N(C)C (configuration not stated) | x | 4% | -15% | -7% | -20% | -2% | 0% | 2%
Cc1noc(C)c1C(=O)NCCC1=CCCCC1 | u | 6% | x | 8% | 2% | -3% | 2% | 5%
COc1cc(OC)c(OC)cc1/C=C/c1cc(C(=O)O)c2ccccc2n1 | -8% | u | 14% | -7% | x | 0% | u | i
COc1ccc2[nH]c(=O)c(CN(C)C(=O)COc3ccccc3)cc2c1 | -5% | u | -8% | u | 2% | 0% | 10% | -11%
O=C(O)C1CSC2(c3ccc(F)cc3)CCC(=O)N12 (configuration not stated) | 10% | 5% | 6% | -25% | x | 0% | -2% | 0%
Clc1ccc(-c2nc3cnccn3c2NC2CCCC2)cc1 | -20% | u | x | u | 8% | 0% | u | i

# Not all compounds are listed (hit frequency here may not be typical).
